Bioassay records deposited in PubChem BioAssay by several laboratories.
GPR7 antag – blocks human GPR7 receptor signaling | P48145 | GPR7-expressing cells, fluorescence antagonist assay | inhibition, % at 4.4 µM | 1.1% of 290,000 active | AID 1861; in the data active = inhibition above about 16%, passing the limit was not always enough;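 note: cells stimulated with the agonist NPW; 0% = agonist with vehicle and 100% = vehicle without agonist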
PHOSPHO1 block – blocks human PHOSPHO1 phosphatase activity | Q8TCT1 | recombinant PHOSPHO1, absorbance phosphatase assay | inhibition, % at 13.3 µM | 1.1% of 290,000 active | AID 1565; in the data active = inhibition above about 60%
Target sequence (Q8TCT1 whole entry, looked up): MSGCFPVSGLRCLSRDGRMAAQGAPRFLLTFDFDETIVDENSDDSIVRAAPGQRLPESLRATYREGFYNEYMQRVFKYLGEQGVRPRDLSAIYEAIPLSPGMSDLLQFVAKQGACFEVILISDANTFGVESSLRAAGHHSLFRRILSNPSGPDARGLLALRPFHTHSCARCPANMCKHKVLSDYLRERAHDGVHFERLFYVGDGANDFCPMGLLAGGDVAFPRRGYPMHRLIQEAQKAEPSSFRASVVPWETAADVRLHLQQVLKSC
DNA FID counter – displaces DNA intercalator in HCV helicase counter-screen; 0.17% of 290,000 active; DNA fluorescent intercalator displacement, fluorescence; inhibition, % at 7.9 µM; in the data active = inhibition above about 37%;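 note: 0% = vehicle and 100% = reference compound; higher means more ethidium bromide displaced from hairpin DNA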
PfM18AAP inh – blocks P. falciparum M18 aspartyl aminopeptidase | recombinant PfM18AAP, H-Glu-NHMec fluorogenic cleavage | inhibition, % at 7.35 µM | 1.2% of 290,000 active;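 active = inhibition above the campaign mean inhibition over all tested compounds plus 3 SD, cut at about 28% in these data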;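 note: 0% = plate median of test compound wells and 100% = 2 mM ZnCl2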
MEKK2wt PB1 HTS – raises or lowers MEK5 binding to wildtype human MEKK2 PB1 domain; 1.1% of 290,000 active; AID 1531; bead flow cytometry, Alexa488-MEK5 binding to MEKK2 WT; actives lie on both sides; binding response (% of control), % at 10 µM; Q9Y2U5; in the data active = binding response below about 67% or above about 130%
MEKK3 PB1 HTS – MEKK3-MEK5 PB1 interaction, increase or decrease. binding response (% of control), % at 10 µM. 1.4% of 290,000 active. bead-based flow cytometry, Alexa488-MEK5 binding to MEKK3; actives lie on both sides; 0 = blocked by unlabeled MEK5, 100 = vehicle. Q99759;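 active = binding response more than 3 SD above or below the average of its plate-row segment, actives on both sides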;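 note: Alexa488 bead fluorescence after subtracting the streptavidin-only scavenger bead signal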
Target sequence (Q99759 whole entry, looked up): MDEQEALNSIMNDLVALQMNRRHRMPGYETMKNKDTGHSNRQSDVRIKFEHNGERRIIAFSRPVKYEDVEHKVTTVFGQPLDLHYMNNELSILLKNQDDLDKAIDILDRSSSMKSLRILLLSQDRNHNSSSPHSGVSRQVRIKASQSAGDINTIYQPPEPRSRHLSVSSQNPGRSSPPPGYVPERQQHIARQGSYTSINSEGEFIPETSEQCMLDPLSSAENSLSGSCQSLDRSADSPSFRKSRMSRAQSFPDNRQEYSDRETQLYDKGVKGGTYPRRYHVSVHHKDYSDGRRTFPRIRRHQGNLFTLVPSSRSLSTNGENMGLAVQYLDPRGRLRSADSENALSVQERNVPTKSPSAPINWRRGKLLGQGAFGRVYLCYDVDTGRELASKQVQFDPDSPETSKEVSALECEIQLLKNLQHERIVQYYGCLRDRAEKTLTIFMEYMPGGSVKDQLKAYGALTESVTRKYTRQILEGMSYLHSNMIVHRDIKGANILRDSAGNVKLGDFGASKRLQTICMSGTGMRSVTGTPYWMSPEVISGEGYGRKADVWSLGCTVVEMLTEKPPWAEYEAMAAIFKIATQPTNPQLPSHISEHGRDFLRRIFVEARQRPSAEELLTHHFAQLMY
NALP1 inh – inhibitors of NALP1 inflammasome in yeast; S. cerevisiae NALP1/ASC/caspase-1 growth, X-gal OD620, 72 h; inhibition, % at 10 µM; 0.61% of 280,000 active; in the data active = inhibition mostly above about 24%, no sharp cut-off; inactive = mostly below about 32%; note: some compounds called inactive have numbers as strong as hits
MEKK2 mut-MEK5 – signal of MEK5 binding to mutant human MEKK2 PB1 domain; bead flow cytometry, Alexa488-MEK5 binding to MEKK2 mutant; percent response, % at 10 µM; 0.35% of 290,000 active; AID 1530; in the data active = percent response above about 24%, passing the limit was not always enough; note: inactives centre near 1; some results filed as inactive read as strong as hits; reference of the scale not given here
OXTR agonist – activates the human oxytocin receptor | P30559 | CHO-OTR cells, Fluo-8 calcium fluorescence; normalized: DMSO 0%, oxytocin 100% | activation, % at 3 µM | 0.32% of 320,000 active | AID 2435;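 active = activation above the mean of all tested compounds plus 3 SD, cutoff set per screening run, cut at about 20% in these data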;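 note: peak over basal fluorescence ratio from a 100 s FLIPR kinetic read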
The depositor's hits bear a star; . = no result given; & = joins results of further samples. Hits appear at their usual frequency, and some 6.2% of all compounds hit somewhere here.

SMILES	GPR7 antag	PHOSPHO1 block	DNA FID counter	PfM18AAP inh	MEKK2wt PB1 HTS	MEKK3 PB1 HTS	NALP1 inh	MEKK2 mut-MEK5	OXTR agonist
CCOc1ccc2[nH]c(=O)c(CN(CC3COCCO3)C(=O)C3CC3)cc2c1 (configuration not stated)	5	2	-1	-9	.	.	9	.	-1.7
O=C(CSc1nnc(-c2ccc(O)cc2)o1)N1CCOCC1	-8	22	3	-7	104	103	9	1	2.7
O=C(NCc1cccnc1)[C@@H]1CC=C[C@@H]2CCN(Cc3ccccc3)C(=O)[C@@H]21	.	.	.	.	98	101	.	-3	-1.0
COCCN1C(=O)c2ccccc2C(C(=O)NCCCN2CCCC2)C1c1c[nH]c2ccccc12 (configuration not stated)	-4	-20	6	-10	120	102	-10	13	0.3
CCCCn1c(SCC(=O)OC)nc2c1c(=O)n(C)c(=O)n2C	-5	14	-15	-13	98	95	7	-2	-0.6
CCCCC(=O)NC1(C(F)(F)F)C(=O)N(CC(C)C)C2=C1C(=O)CC(C)(C)C2 (configuration not stated)	2	10	-18	4	97	102	2	-2	-0.5
COc1ccc(CNC(=O)C2(CC3CC(c4ccccc4)=NO3)CCNCC2)cc1 (configuration not stated)	.	.	.	.	113	105	.	3	0.2
COC(=O)Cn1cnc2c(C#N)c3n(c2c1=O)CCCCC3	-8	18	-1	-7	102	97	12	3	1.4
CCc1cccc(NC(=O)C2CCN(S(=O)(=O)c3c(C)noc3C)CC2)c1	0	-15	-27	1	94	98	4	-3	-0.9
CN(C)c1ccccc1C(=O)N1CCCC(Nc2ccc(F)cc2)C1 (configuration not stated)	3	29	-19	-4	101	100	-11	6	-0.2
CC1(C)C(C#N)=C(N)Oc2c1c(=O)oc1ccccc21	-3	30	-6	0	108	104	.	5	2.3
CSc1ccc(/C=C(/NC(=O)c2ccc(C)cc2)C(=O)Nc2cccc(C)c2)cc1	-5	-4	-4	-8	96	104	11	-1	0.6
O=C(NC(=S)Nc1ccc(CN2CCOCC2)cc1)c1ccco1	-5	8	-2	2	92	94	13	-17	0.6
C/C(=N/NC(=O)CNC(=O)c1ccncc1)c1ccco1	-5	24	-6	-17	90	91	25	-6	-0.2
O=C(NCc1cccc(Cl)c1)N1CCN(S(=O)(=O)c2ccccc2F)CC1	-4	35	-21	3	96	101	6	1	4.8
O=C(Cc1csc(N2CCOCC2)n1)N/N=C/c1cccc(O)c1	10	3	-7	14	103	100	12	0	1.1
CC(C)N1CCC(=NNC(=O)c2ccccc2[N+](=O)[O-])CC1	-4	-7	-3	7	104	111	22	-1	-0.8
O=C(CSc1nccn(-c2cccc(F)c2)c1=O)Nc1ccc(Cl)cc1F	-1	31	-26	25	94	96	15	-3	1.4
Nc1ccc(C(=O)O)cc1	.	.	.	.	102	103	.	3	-0.4&-0.1&-0.5
O=C(c1ccccc1F)n1c2c(c3ccccc31)CCCC2	-23	22	-11	-6	105	104	14	5	-1.3
O=C(NCc1ccccc1)c1cccnc1	-14	.	-4	-18	108	104	-136	6	0.5
NC(=O)c1cn(-c2ccccc2)nc1-c1cc2ccccc2oc1=O	-10	5	-11	13	93	94	11	-8	-1.2
O=C1c2ccccc2NC(c2ccc(F)cc2)N1Cc1ccccc1 (configuration not stated)	2	31	-21	5	97	99	14	0	-1.5
C=C(C)CNC(=O)C1CCC(=O)N(CCCc2ccccc2)C1 (configuration not stated)	-3	.	-15	1	107	103	.	6	-0.2
CCCC12CN3CCN(CC(C3)/C1=N\NC(=O)c1ccc(C(C)(C)C)cc1)C2	-2	0	-5	3	103	113	24	2	-1.6
(cont.)
SMILES	GPR7 antag	PHOSPHO1 block	DNA FID counter	PfM18AAP inh	MEKK2wt PB1 HTS	MEKK3 PB1 HTS	NALP1 inh	MEKK2 mut-MEK5	OXTR agonist
Cc1ccc(-c2nc3c(=O)n(-c4ccccc4)c4c(c(=O)n(C)c(=O)n4C)c3o2)cc1	-7	46	-7	-1	83	89	10	-24	1.8
Cc1ccc([N+](=O)[O-])cc1NC(=O)c1ccc(CSc2ccccc2)cc1	2	-4	9	-5	109	105	17	14	0.3
COc1ccccc1NC(=O)NS(=O)(=O)c1ccc(C)cc1	3	30	-4	11	106	102	11	2	-0.9
CCCCOc1ccc(-c2nnc(N)s2)cc1	-16	2	-8	4	99	105	15	0	-2.1
CCN(Cc1ccccc1)C(=O)COC(=O)c1cc(S(=O)(=O)Nc2c(C)n(C)n(-c3ccccc3)c2=O)ccc1C	2	24	-49	-12	87	91	0	-4	-1.8
CCOc1ccc(NC(=O)C(CC(=O)O)Cc2ccc(Br)cc2)cc1 (configuration not stated)	-15	.	-30	3	103	102	6	4	0.6
O=C(CSc1nc2ccccc2n1CC(=O)NCc1ccccc1)NCc1ccco1	-6	69*	-17	2	105	104	-5	5	-0.6
O=C(Nc1cccc(F)c1)c1cccc(S(=O)(=O)N2CCOCC2)c1	-8	6	1	-5	103	102	8	3	7.1
CCOC(=O)C1(Cc2cccc(F)c2)CCN(C(=O)C2CCCO2)CC1 (configuration not stated)	-1	46	-12	-10	91	92	13	-8	-0.7
Cc1c(CN2CCCC(CO)(Cc3cccc(Cl)c3)C2)cnn1C (configuration not stated)	-5	13	0	0	98	89	21	-6	0.6
COc1ccc(C(=O)c2c(-c3ccc(OC)cc3)oc3ccc(-c4ccc(OC)nc4)cc23)cc1	.	.	.	.	91	101	.	2	0.7
CCN(CC)S(=O)(=O)c1cccc(NC(=O)C2SC(=Nc3ccc(C)cc3C)C(C(=O)NCC3CCCO3)=C2N)c1 (configuration not stated)	2	26	-22	14	100	95	-12	-5	-0.1
c1ccc2c(c1)ncn2Cc1nnc2sc(-c3ccc4c(c3)OCO4)nn12	4	67*	-20	-38	98	101	7	1	0.4
COc1cccc(C(=O)CN2C(=O)C(C)(C)Oc3ccc(C(=O)N4CCOCC4)cc32)c1	-21	31	-32	3	97	99	-6	0	0.6
CCC1CCCCN1CC(=O)c1c(C)[nH]c2ccc(OC)cc12 (configuration not stated)	-19	33	1	5	95	96	9	-4	-1.3
O=C(Cn1c(=O)c2cccn2c2ccccc21)NCCc1ccccc1	15	49	-16	9	99	99	11	-1	1.7
O=C(CCC(=O)Nc1ccccc1)N/N=C/c1ccc2c(c1)OCO2	-3	27	-12	1	98	101	10	1	.
COc1ccc(-c2nnc(-c3ccc(C)cc3)o2)cc1	6	-1	-31	-8	104	100	5	6	3.3
CCOC(=O)C1CCN(C(=O)C2CCN(S(=O)(=O)N3CCCC3)CC2)CC1	0	46	-13	1	99	101	8	0	1.8
Cc1ccc(C(C)(O)CS(=O)(=O)Cc2ccccc2Cl)cc1 (configuration not stated)	24	18	-22	3	101	104	18	-1	-1.9
N#CCSc1nnc(-c2c[nH]c3ccccc23)o1	-1	30	-4	-2	111	108	12	14	0.3
O=C(c1ccc(-c2ccc(Cl)cc2Cl)o1)N1CCOCC1	2	10	-19	1	86	91	18	-7	-2.9
COc1cccc(C(=O)N2c3cc(C)ccc3OCC2C(C)(C)C)c1 (configuration not stated)	-10	.	-24	-10	97	98	12	-1	-0.1
Cc1ccc(/C=N/n2c(C)nnc2C)s1	-15	10	0	-1	98	105	-6	0	-0.8
Cc1cccc(C(=O)OC2CCCN(C)C2)c1C (configuration not stated)	7	7	-12	5	108	104	16	7	0.0
Additional results:
SMILES	GPR7 antag	PHOSPHO1 block	DNA FID counter	PfM18AAP inh	MEKK2wt PB1 HTS	MEKK3 PB1 HTS	NALP1 inh	MEKK2 mut-MEK5	OXTR agonist
COc1ccc(C2C=C(C34CC5CC(CC(C5)C3)C4)NC(=S)N2)cc1OC (configuration not stated)	-2	12	-6	-7	100	103	12	0	-0.9
Cc1cc(C(F)(F)F)n2nc(-c3cnn(C)c3C(F)(F)F)c(Cl)c2n1	-8	42	-8	-1	93	93	7	-13	-1.6
O=C(CSc1nc2ccccc2[nH]1)Nc1c(F)cccc1F	-12	24	-5	-14	109	104	16	4	-0.3
CCN(CC(=O)Nc1c(F)cccc1F)C(=O)c1ccc(Cl)c(S(=O)(=O)N2CCCCC2)c1	35*	5	-37	-16	107	99	18	5	0.1
COc1cc(NC(=O)c2c(Cl)cnn2C)c(OC)cc1Cl	-5	45	4	-5	86	95	1	-9	-2.2
CSc1ccc(C2c3[nH]c4ccccc4c3CCN2C(=O)c2ccnn2C)cc1 (configuration not stated)	17	2	-25	-3	91	96	-3	-9	1.6
CC(=O)Cc1nsc(NC(=O)c2oc(-c3ccccc3Cl)cc2C)n1	-4	32	-22	3	96	99	8	-2	-1.8
Cc1noc(C)c1COC(=O)c1cc(F)c(F)cc1Cl	-7	-8	2	3	105	103	5	4	-1.1
COCCSc1ccccc1C(=O)NCCc1ccccc1	-11	13	-8	12	94	101	13	-1	-0.3
O=C1CCc2cc(S(=O)(=O)N3CCC(C(=O)NC4CCCCCCC4)CC3)ccc2N1	-8	-4	-7	-5	114	113	-22	5	-1.3
CCOC(=O)C=C1CCN(c2ncc(C(F)(F)F)cc2Cl)CC1	1	-15	-3	2	102	107	29	2	1.6

An excerpt from above in order of molar mass, largest number first:
SMILES	GPR7 antag	PHOSPHO1 block	DNA FID counter	PfM18AAP inh	MEKK2wt PB1 HTS	MEKK3 PB1 HTS	NALP1 inh	MEKK2 mut-MEK5	OXTR agonist
CCN(CC(=O)Nc1c(F)cccc1F)C(=O)c1ccc(Cl)c(S(=O)(=O)N2CCCCC2)c1	35*	5	-37	-16	107	99	18	5	0.1
O=C1CCc2cc(S(=O)(=O)N3CCC(C(=O)NC4CCCCCCC4)CC3)ccc2N1	-8	-4	-7	-5	114	113	-22	5	-1.3
CSc1ccc(C2c3[nH]c4ccccc4c3CCN2C(=O)c2ccnn2C)cc1 (configuration not stated)	17	2	-25	-3	91	96	-3	-9	1.6
COc1ccc(C2C=C(C34CC5CC(CC(C5)C3)C4)NC(=S)N2)cc1OC (configuration not stated)	-2	12	-6	-7	100	103	12	0	-0.9
Cc1cc(C(F)(F)F)n2nc(-c3cnn(C)c3C(F)(F)F)c(Cl)c2n1	-8	42	-8	-1	93	93	7	-13	-1.6
CC(=O)Cc1nsc(NC(=O)c2oc(-c3ccccc3Cl)cc2C)n1	-4	32	-22	3	96	99	8	-2	-1.8
COc1cccc(C(=O)N2c3cc(C)ccc3OCC2C(C)(C)C)c1 (configuration not stated)	-10	.	-24	-10	97	98	12	-1	-0.1
COc1cc(NC(=O)c2c(Cl)cnn2C)c(OC)cc1Cl	-5	45	4	-5	86	95	1	-9	-2.2
O=C(c1ccc(-c2ccc(Cl)cc2Cl)o1)N1CCOCC1	2	10	-19	1	86	91	18	-7	-2.9
O=C(CSc1nc2ccccc2[nH]1)Nc1c(F)cccc1F	-12	24	-5	-14	109	104	16	4	-0.3
Cc1noc(C)c1COC(=O)c1cc(F)c(F)cc1Cl	-7	-8	2	3	105	103	5	4	-1.1
N#CCSc1nnc(-c2c[nH]c3ccccc23)o1	-1	30	-4	-2	111	108	12	14	0.3
Cc1cccc(C(=O)OC2CCCN(C)C2)c1C (configuration not stated)	7	7	-12	5	108	104	16	7	0.0
Cc1ccc(/C=N/n2c(C)nnc2C)s1	-15	10	0	-1	98	105	-6	0	-0.8
